ELG1 genotoxic: genotoxicity induction in ELG1-luciferase HEK293T cells. HEK293T ELG1-luciferase reporter, luminescence, 16 h. Potency, µM (titrated, usually from 46 µM), without a hit: at the top dose activity change, positive = activation, most hits filed as activators. 1.3% of 330,000 active; also: potency is read from the fitted curve at half-maximal effect; % of control where 0% means no effect; nearly all actives have a fitted effect of over 60% in size
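After overnight (16 hr) compound treatment at 37 °C, ELG1-luciferase HEK293T cells were lysed with ONE-Glo; luminescence quantified 30 min later at room temperature.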
TSG101-PTAP inh: blocks PTAP/TSG101 interaction to inhibit HIV-1 budding; Fluorescence polarization, FITC-PTAP peptide / Tsg101 binding; Potency, µM (titrated, usually from 115 µM), for inactives: at the top dose activity change, negative = inhibition, hits mostly inhibitors; AID 493005; Q99816; 340,000 tested, under 10 active; active = well fitted inhibition curve with a large enough effect in the main read-out, with a control signal flat, not every such curve was filed as active; inconclusive = small, poorly fitted or top-dose-only effect, or effect the other way, or a change in a side signal; inactive = no such curve, though single readings can be large or run the other way; also: potency is read from the fitted curve at half-maximal effect; % of control where 0% means no effect
Target sequence (Q99816 whole entry, looked up): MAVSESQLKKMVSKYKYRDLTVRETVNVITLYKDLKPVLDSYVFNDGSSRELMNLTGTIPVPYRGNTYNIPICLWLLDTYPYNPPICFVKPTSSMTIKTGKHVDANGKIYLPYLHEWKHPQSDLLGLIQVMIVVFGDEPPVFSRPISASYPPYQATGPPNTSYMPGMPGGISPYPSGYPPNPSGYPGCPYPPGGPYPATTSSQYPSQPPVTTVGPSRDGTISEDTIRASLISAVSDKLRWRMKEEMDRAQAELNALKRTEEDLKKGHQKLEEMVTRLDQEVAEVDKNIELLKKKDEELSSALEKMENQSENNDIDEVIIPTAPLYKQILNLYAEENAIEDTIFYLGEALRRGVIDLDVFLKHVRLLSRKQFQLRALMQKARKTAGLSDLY
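Steps: Tsg101 binding domain dispensed (10 uM final), compounds pinned in DMSO, FITC-labeled PTAP-motif peptide added (50 nM final); after 20 min binding at room temperature, polarization measured.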
Integrin act MD: activates integrin-mediated alleviation for muscular dystrophy; alpha7betagal myoblasts, beta-gal FDG fluorescence, 48 h; Potency, µM (doses to about 38.3 µM), for inactives: top-dose activation, actives largely listed as activators; 0.064% of 350,000 active; AID 624291;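 also: potency is read from the fitted curve at half-maximal effect; 100% = response of the positive control SU9516; nearly all actives have a fitted effect of over 60% in size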
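alpha7betagal+/- myoblasts (passage 13, 250/well) treated 48 h at 37C with compounds at 1:260 dilution of DMSO stock. Lysed, then beta-galactosidase activity read as FDG fluorescence (ex 480/em 540) after 30 min, with pre-read for autofluorescence.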
ASM inhibitor: blocks human secretory acid sphingomyelinase; P17405; placental ASM, HMU-PC fluorogenic substrate, 60 min; Potency, µM (titrated, usually from 57.5 µM), for inactives: at the highest dose activity change, negative = inhibition, most hits filed as inhibitors; 0.006% of 340,000 active; also: potency is read from the fitted curve at half-maximal effect
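qHTS format. ASM enzyme prepared from human placenta hydrolyses the fluorogenic substrate HMU-PC0 (9 uM final) over 60 min at 37 °C after a 10 min compound preincubation.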
TRPV1 agonist: human TRPV1 agonism. activation, % at 8.33 µM. 0.19% of 320,000 active. TRPV1-expressing cells, Fluo-8 calcium influx, agonist mode. Q8NER1; in the data active = activation above about 80%; inconclusive = between about 30% and that limit; also: 0% is about no effect
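Fluo-8 calcium influx in TRPV1-expressing cells, kinetic read (ex 480/em 520 nm). Compound added and read 3 min for agonist activity, followed by capsaicin at EC20 final and 2 min further read for enhancement.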
B2AR arrestin: recruits beta-arrestin to the human beta2-adrenergic receptor; beta-arrestin recruitment to beta2AR, cell-based reporter; Potency, µM (doses to about 46.1 µM), inactives show at the top dose activation, actives largely listed as activators; P07550; AID 492947; 0.02% of 330,000 active;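 also: potency is read from the fitted curve at half-maximal effect; 0% = DMSO controls and full agonism = EC100 isoproterenol or metaproterenol; nearly all actives have a fitted effect of over 65% in size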
USP2a inh: inhibitors of human ubiquitin-specific protease USP2a | Potency, µM (highest dose often 38.3 µM), for the others: at the top dose activity change, negative = inhibition, hits mostly inhibitors | 0.01% of 330,000 active | USP2 core, Ub-CHOP2 coupled fluorogenic reporter, 485/531 | AID 463254;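 also: potency is read from the fitted curve at half-maximal effect; plate controls were DMSO wells for no effect and full inhibition by NEM control for full effect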
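USP2 core (10nM final) preincubated 30min RT with compound in 20mM Tris-HCl pH 8.0, 2mM CaCl2, 2mM beta-mercaptoethanol, 0.05% CHAPS; 25nM Ub-CHOP2 plus 25nM reporter substrate added, fluorescence (Ex485/Em531) read after 60min.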
BRCA1 expr up: BRCA1 expression activation; 1.1% of 380,000 active; AID 624202; MCF7-BRCA1-FFLuc reporter, luminescence, 48 h; response scale: scaled: vehicle 0%, 10 µM genistein 100%; Potency, µM (highest dose often 46.1 µM), for the others: at the highest dose activation, usual class: activators; also: potency is read from the fitted curve at half-maximal effect; nearly all actives have a fitted effect of over 80% in size; some results filed as inactive show a strong effect at the top dose
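First, MCF7-BRCA1-FFLuc cells (2000/well) attach for 2 h; next, compounds are pin-added and incubated 48 h at 37 °C; finally, luciferase reagent is added and luminescence read after 15 min.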
p53 reactivation: re-activators of mutant p53; Potency, µM (series often up to 92.2 µM), inactives show at the highest dose activity change, positive = activation, usual class: activators; H1299 p53-A138V BP100-luciferase reporter, luminescence, 24 h; AID 504706; 0.063% of 320,000 active; also: potency is read from the fitted curve at half-maximal effect; % of control where 0% means no effect; nearly all actives have a fitted effect of over 45% in size
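H1299 (p53-null), stable ts p53-A138V + BP100-Luc; 1000 cells/well, Opti-MEM/10% FBS; cpd 4 pt, 1:5; 24 h, 37 deg C, 5% CO2; detection reagent 10 min RT; luminescence.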
Eya2 inh: blocks the phosphatase activity of human Eya2; Potency, µM (top dose mostly 76.9 µM), inactives show top-dose activity, negative = inhibition, hits mostly inhibitors; recombinant Eya2, OMFP fluorescence dephosphorylation (OMFP is methylfluorescein phosphate); 0.006% of 330,000 active; AID 488837; O00167; also: potency is read from the fitted curve at half-maximal effect; % is scaled to controls: 0 for no effect and ±100 for the full control effect
Target sequence (O00167 whole entry, looked up): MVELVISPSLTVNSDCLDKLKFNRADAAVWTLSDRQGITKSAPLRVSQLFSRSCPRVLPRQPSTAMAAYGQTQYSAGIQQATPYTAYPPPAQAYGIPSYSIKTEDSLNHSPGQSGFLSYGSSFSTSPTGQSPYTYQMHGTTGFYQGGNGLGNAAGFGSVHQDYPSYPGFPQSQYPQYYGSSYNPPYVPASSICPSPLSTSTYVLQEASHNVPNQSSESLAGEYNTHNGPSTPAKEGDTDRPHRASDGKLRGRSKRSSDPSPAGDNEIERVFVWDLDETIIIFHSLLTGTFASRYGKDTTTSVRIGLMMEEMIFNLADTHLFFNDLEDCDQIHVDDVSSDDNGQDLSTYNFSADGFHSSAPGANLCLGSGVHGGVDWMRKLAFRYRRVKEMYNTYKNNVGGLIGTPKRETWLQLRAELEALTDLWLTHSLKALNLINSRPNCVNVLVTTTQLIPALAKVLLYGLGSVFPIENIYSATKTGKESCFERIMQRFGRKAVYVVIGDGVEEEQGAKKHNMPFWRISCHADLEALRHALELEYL
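Eya2 protein (added as 0.2 uM solution) was preincubated with compound for 10 min at ambient temperature in 50 mM HEPES pH 7.5, 50 mM NaCl, 5 uM MgCl2, 0.05% BSA, 1 mM DTT. OMFP (added at 50 uM) then reacted 10 min; fluorescence read at 485/525 nm.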
uPA surface inh: inhibitors of cell surface uPA generation; 0.31% of 330,000 active; cell surface uPA generation assay, qHTS; Potency, µM (top dose mostly 38.3 µM), without a hit: top-dose activity change, negative = inhibition, hits mostly inhibitors; active = well fitted inhibition curve with a large enough effect; inconclusive = small, poorly fitted or top-dose-only effect; inactive = no such curve, though single readings can be large or run the other way; tested in mouse RAW 264.7 cells; also: potency is read from the fitted curve at half-maximal effect; % is scaled to controls: 0 for no effect and ±100 for the full control effect; nearly all actives have a fitted effect of over 55% in size
Starred values were filed as active, the others as inactive; ? = inconclusive; nt = not tested or not shown; & = joins results of further samples; [ ] = dose if it differs, or a comment. Unless noted, calls follow the shape of the dose curve; as a rule, active = well fitted curve in the direction sought with a large enough effect; inconclusive = small, poorly fitted or top-dose-only effect, or another doubt; inactive = no such curve, though single readings can be large; an effect the other way counts as inactive or inconclusive.

SMILES | ELG1 genotoxic | TSG101-PTAP inh | Integrin act MD | ASM inhibitor | TRPV1 agonist | B2AR arrestin | USP2a inh | BRCA1 expr up | p53 reactivation | Eya2 inh | uPA surface inh
CCc1ccc(C(=O)OCC(=O)c2c(N)n(CC(C)C)c(=O)n(C)c2=O)cc1 | -5% | -3% | -41% | -9% | -4 | -1.1% | -13% | -30% | 0% | -15% | -1%
Cc1ccc(Cl)cc1NC(=O)CSc1nnc(C)n1-c1ccccc1 | 0% | -3% | 22% | -1% | -4 | -0.1% | 2% | -6% | -15% | 5% | 3%
COc1ccc(/C(C)=N/NC(=O)CNC(=O)COc2ccccc2)c(OC)c1 | -2% | 0% | -28% | 0% | 0 | -0.2% | 2% | 10% | 0% | 2% | 5%
O=C(COc1ccc([N+](=O)[O-])cc1)Nn1cnnc1 | -1% | 1% | 0% | 1% | 0 | -1.1% | -4% | -9% | 0% | 1% | -1%
NS(=O)(=O)OCC1CCCCC1 | -3% | -4% | 11% | 5% | -5 | -0.7% | 1% | 0% | 4% | -3% | 2%
COc1ccccc1N(CC(=O)NC(C)(C)C)C(=O)CCC(=O)Nc1nccs1 | -1% | 1% | -12% | 0% | 3 | 0.0% | 0% | -2% | nt | -2% | 7%
N#Cc1c(-c2ccc(F)cc2)ccnc1N1CCOCC1 | 9% | -1% | -12% | 32% | 28 | -0.1% | -2% | 23% | 11% | -1% | -1%
COc1ccc(CNS(=O)(=O)NCc2ccc(OC)c(OC)c2)cc1 | -5% | -4% | 3% | 2% | 7 | 0.1% | 2% | -1% | -1% | 22% | 4%
Cc1cc(O)c(C(C)C)cc1NC(=O)c1cccc(Cl)c1 | -1% | -8% | -15% | -1% | 2 | -0.6% | 2% | 7%[1.84 µM] | 9% | -1% | -1%
CCC(C)(C)c1ccc(OCCCC[n+]2cccc(C)c2C)c(C(C)(C)CC)c1 | -8% | 1% | -67%[inhibitor] | ? | nt | -1.0% | -9% | -82% | -11% | -9% | 8.9µM*
Cc1ccccc1CNC(=O)c1ccc(Cl)c([N+](=O)[O-])c1 | -3% | 0% | -27% | -4% | ? | -0.2% | 1% | -15% | 17% | 6% | -4%
Cc1cccc(C(=O)OCC(=O)NCC2COc3ccccc3O2)c1 (configuration not stated) | -2% | -1% | 2% | -1% | 1 | 0.1% | -1% | 15% | -1% | -6% | -3%
Cc1ccc2nc(Nc3nc(C)cc(C(F)(F)F)n3)nc(C)c2c1 | 0% | -1% | 6% | -1% | 0 | 0.0% | 1% | -1% | -6% | -13% | 4%
O=C1c2ccccc2NC(c2ccccn2)N1c1ccc(Cl)cc1 (configuration not stated) | ? | -6% | 6% | 126%[activator] | 9 | 0.5% | -4% | 11µM* | 22% | -3% | -1%
O=C1c2ccccc2S(=O)(=O)c2cc(C(=O)N3CCN(c4ccc(Cl)cn4)CC3)ccc21 | nt | -4% | -15% | -13% | nt | nt | nt | -6% | nt | nt | -6%
CCc1ccc(OCC(=O)Nc2ccc3c(c2)OCCO3)cc1 | 15% | -3% | 2% | 11% | -3 | -0.1% | 1% | -15% | 17% | 0% | 1%
COc1cccc(NC(=O)c2ccc(NCCCN3CC(C)CC(C)C3)c([N+](=O)[O-])c2)c1 (configuration not stated) | 4% | -1% | -66%[inhibitor] | -9% | 2 | 0.1% | 1% | -25% | 2% | 12% | -6%
Cc1ccc(/C=C/C(O)=C2/C(=O)N(C)C3(C)CC2c2ccccc2O3)cc1 (configuration not stated) | -18% | -1% | -47%[inhibitor] | 23% | -1 | -0.2% | -3% | -95%[inhibitor] | -31%[inhibitor] | -14% | -12%
Cc1ccc(CNC(=O)CCc2ccc(S(=O)(=O)NC3CCCCC3)cc2)cc1 | -4% | -6% | 11% | 0% | 8 | 0.4% | 0% | 1% | -4% | -5% | -2%
COc1ccc2nc(C)cc(NCCN3CCOCC3)c2c1 | 1% | -4% | -4% | 15% | -2 | -1.0% | -6% | 3% | -7% | 3% | -1%
COC(=O)CNc1nc(Cl)nc(NC2CCCCC2)n1 | 3% | -4% | 5% | -2% | 0 | -0.7% | 0% | 10% | nt | 7% | -1%
COc1ccc(C2(O)CCN(CCCCOc3ccccc3)CC2)cc1 | 9% | 1% | -38% | 2% | -1 | 2.5% | 2% | 0% | -8% | -27% | 3%
O=C(NC1C/C=C\C(c2ccccc2)N(c2ccccc2)C(=O)C1)OCC1c2ccccc2-c2ccccc21 (configuration not stated) | 2% | -5% | -4% | -2% | nt | -0.3% | -8% | -22% | -1% | -5% | ?
Cc1cccc(OCc2nnc(SCn3nnc4ccccc4c3=O)o2)c1 | 13% | -8% | 7% | -8% | 3 | -3.1% | 3% | -16% | 1% | 8% | 4%
CC12C(=O)N(c3ccccc3)C(=O)C1C(c1ccccc1)N1CCCN12 (configuration not stated) | 2% | 0% | -14% | -4% | nt | -0.5% | 2% | -9% | 2% | ? | 0%
Cc1nc2ccc(NC(=O)CS(=O)(=O)c3ccc(F)cc3)cc2s1 | 9% | 1% | -3% | 3% | -2 | ? | 1% | 11µM* | 29% | -8% | 0%
O=S(=O)(Nc1cccc(Cl)c1)c1ccc(-n2cccn2)cc1 | 2% | -3% | 20% | -11% | 8 | -0.8% | -1% | 1% | nt | 4% | -2%
O=C(Cn1c2ccc(F)cc2c2nc3n(c(=O)c21)CCS3)Nc1ccccc1F | 4% | nt | nt | nt | 3 | 0.2% | -1% | nt | 1% | 7% | nt
Cc1nc(NCC2CCCO2)c2nnn(Cc3c(F)cccc3Cl)c2n1 (configuration not stated) | -2% | 0% | -7% | -5% | 14 | -0.2% | 4% | -18% | 10% | 0% | nt
Nc1ccc(C(=O)OCC(=O)N2CCc3ccccc3C2)cc1[N+](=O)[O-] | 5% | -1% | 10% | -10% | -12 | -2.1% | 2% | 28% | 4% | -2% | -1%
CCOc1cc(/C=N/NC(=O)c2ccncc2)cc(Cl)c1OS(C)(=O)=O | -1% | 0% | -8% | -3% | ? | 4.6% | 0% | 3% | -3% | -1% | 2%
Nc1nn2c(C(F)(F)F)cc(=O)[nH]c2c1N=Nc1cccc(F)c1 | 2% | -6% | -19% | -7% | -1 | -0.1% | -1% | -18% | ? | -8% | 1%
Cc1ccc(C(=O)Nc2nc3c(s2)CCCC3)o1 | 1.2µM* | -9% | 12% | -9% | ? | -0.1% | 0% | ? | ? | -7% | -9%
CCN(CC)C(=O)C1CCC(C)(C(=O)O)C1(C)C (configuration not stated) | 1% | -5% | 16% | 1% | 3 | -0.1% | 0% | -17% | -12% | -19% | 4%
O=C(c1cccc(NS(=O)(=O)c2ccc(F)c(F)c2)c1)N1CCN(Cc2ccccc2)CC1 | -6% | -7% | 15% | 3% | 1 | -0.7% | 4% | -43% | 1% | -7% | -2%
COC(=O)c1c(NC(=O)c2ccccc2F)sc(C(=O)N2CCOCC2)c1C | -10% | -2% | -24% | 9% | 3 | 0.4% | 2% | -5% | -4% | -4% | 3%
O=C(c1cc2ccccc2oc1=O)N1CCN(c2ccccn2)CC1 | 2% | -3% | 28% | 0% | -1 | -0.2% | -1% | 15% | -4% | 12% | 2%
O=c1c(-c2ccccc2)nc(-c2ccccc2)cn1O | 1% | -3% | 4% | 298%[activator] | 1 | -0.2% | 0% | 5% | ? | 4% | 11%
S=C(c1ccc(-c2cccc(Cl)c2)o1)N1CCCCC1 | ? | -2% | -3% | -6% | 10 | 0.2% | 2% | ? | ? | 3% | -8%
COc1ccc(NC(=O)CNC(=O)Cn2ccc3ccccc3c2=O)c(OC)c1 | -6% | -2% | 18% | 0% | 0 | 0.6% | 2% | -1%&0% | -1% | -2% | 12%
CCOC(=O)c1cc(NC(=O)N2CCCc3ccccc32)c(C)nc1C | -2% | -1% | -8% | 3% | 2 | 0.3% | -4% | -9% | 5% | -5% | -2%
Cc1cc(C)nc(NC(=O)c2ccc3c(c2)OCO3)c1 | 14% | nt | nt | nt | 10 | -0.7% | 0% | nt | 15% | -2% | nt
Cc1c(C(=O)OCC(=O)NC2CCCCC2)oc2ccccc12 | 1% | 0% | -4% | 2% | 2 | 0.0% | 1% | 20% | -6% | 2% | 1%
O=C(COC(=O)CN1C(=O)NC2(CCCCC2)C1=O)Nc1cc(F)ccc1F | 2% | -6% | 22% | 9% | nt | -0.7% | -1% | 12% | -2% | 5% | -25%
O=C(CCCNS(=O)(=O)c1ccc(F)cc1)Nc1ccc(F)cc1 | -7% | -3% | 0% | -1% | -1 | -0.4% | 3% | -10% | 0% | -1% | 1%
